Screening results (PubChem)
HIF-2a block – HIF-2a reporter inhibitors, primary screen, luminescence, 786-0 RCC cells; 786-0 RCC cells HIF-2a reporter, luciferase luminescence, overnight; inhibition, % at 18.8 µM; 360,000 compounds, 0.72% hits;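 active means inhibition of the luminescence signal of 40% or more relative to plate controls, in a single-dose primary screen at 18.75 µM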
NR2E3 ag-1 – inhibitors of NR2E3-RetCOR corepressor binding, primary screen, NR2E3 agonist project, biochemical, TR-FRET, GST-NR2E3, biotin-RetCOR. Photoreceptor-specific nuclear receptor (Homo sapiens), Q9Y5X4. 320,000 compounds, 0.12% hits. 1536-well. inhibition of corepressor binding, % at 4.78 µM. AID 2300, 2010;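 active means percent inhibition above the cutoff of mean plus 3 SD of all tested compounds, set per screening campaign, cut at about 20% in these data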;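 further: 0% = DMSO wells and 100% = biotin wells as full block of FRET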
Target sequence (Q9Y5X4 whole entry, looked up): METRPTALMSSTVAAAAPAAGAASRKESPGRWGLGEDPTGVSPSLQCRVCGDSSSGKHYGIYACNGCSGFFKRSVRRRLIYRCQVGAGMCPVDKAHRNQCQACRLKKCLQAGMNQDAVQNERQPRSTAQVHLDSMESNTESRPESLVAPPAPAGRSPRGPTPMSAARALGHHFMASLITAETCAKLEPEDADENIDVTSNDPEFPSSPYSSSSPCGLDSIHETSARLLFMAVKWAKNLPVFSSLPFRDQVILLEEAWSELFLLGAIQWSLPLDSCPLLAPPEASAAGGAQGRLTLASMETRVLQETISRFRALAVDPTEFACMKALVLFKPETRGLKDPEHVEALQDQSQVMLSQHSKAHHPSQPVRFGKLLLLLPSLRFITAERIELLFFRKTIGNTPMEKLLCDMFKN
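Material – GST-tagged NR2E3 plus biotinylated RetCOR corepressor · Quantity – NR2E3 fusion 1.35 nM · Times – 5 h incubation at 4 °C · Medium – pH 7.5 Tris-based buffer · Technique – TR-FRET, Eu(K)-anti-GST donor, streptavidin-D2 acceptor, ex 340, em 617/671 nm · Benchmarks – high control biotin, low control 0.6% DMSO · Format – 1536-well plates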
TRPM1 prom inh – inhibitors of MITF-dependent TRPM1 promoter reporter, primary screen, cell-based, SK-MEL-5, single point, luciferase. SK-MEL-5 TRPM1 promoter luciferase, 24 h. inhibition, % at 12.5 µM. AID 488899, 2010. 330,000 compounds, 0.83% hits;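 active means mean inhibition across replicates of 60% or more, whatever share of single replicates reaches that level; inconclusive means some that reach 60%, reason not given; inactive means mean inhibition across replicates below 60%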; further: values of inactives mirror those of a sister screen read the other way
KKLEB tox – cytotoxicity in KKLEB CF airway cells, primary screen, cytotoxicity control for CF NF-kB inhibitor project, cell-based, uHTS, fluorescence assay plates; KKLEB CF airway cells viability, ATPlite luminescence, overnight; active compounds read low; cells stimulated with P. aeruginosa culture filtrate; activity change (cytotoxicity), % at 5 µM; 360,000 compounds, 0.36% hits;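 active means corrected activity change at or below -50% at 5 µM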
CaV13 ICDI inh – Disruptors of the CACNA1D IQ motif to Ca2+-dependent inactivation inhibitor domain association, primary screening, Förster resonance energy transfer in intact living …. HEK cells, CFP/YFP FRET ICDI-IQ, plate reader, 10 min; percent FRET-ratio fall versus neutral wells. inhibition, % at 12.3 µM. 340,000 compounds, 0.098% hits;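 active means mean replicate inhibition of at least 30% and at least 1% of replicates passing that level; inconclusive means only one of the two criteria is met; inactive means neither criterion is met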;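 further: 0% = median of the neutral control wells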
NR2E3 ag-2 – NR2E3 agonists in two-hybrid cells, primary screen, cell-based, luminescence, CHO-S, Gal4-NCOR/VP16-NR2E3; Photoreceptor-specific nuclear receptor (Homo sapiens), Q9Y5X4; luciferase; inhibition of corepressor binding, % at 3.98 µM; 360,000 compounds, 0.35% hits; AID 602229, 2012;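 active means inhibition above the mean of all tested compounds plus 3 SD, cut at about 70% in these data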;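 further: 0% = DMSO with NR2E3 transfected cells and 100% = cells lacking NR2E3 construct; higher means lower luciferase signal from less NR2E3 corepressor binding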
Peg3 promoter – Peg3 promoter-driven luciferase inhibitors, primary screen, cell-based, HeLa, luciferase luminescence; 360,000 compounds, 1.7% hits; AID 588405, 2011; HeLa PEG-Prom luciferase reporter, overnight; inhibition, % at 20 µM;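 active means inhibition of at least 50% at 20 µM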
Vif imaging – HIV Vif self-association inhibitors, primary screen, imaging, HEK293T, single point. HEK293T cells, Vif self-association by quenched fluorescence, 24 h. 340,000 compounds, 0.35% hits. inhibition, % at 7.49 µM; in the data active means inhibition above about 50%, passing the limit was not always enough; inconclusive means no clear call, values can overlap the other calls; inactive means below about 31%; further: some results filed as inactive read as strong as hits
PDI inh – inhibitors of human PDI, primary screen, biochemical, turbidity, single point, plate reader. PDI insulin aggregation turbidity, A650, 90 min. AID 588391, 2011. Protein disulfide-isomerase (Homo sapiens), P07237. 350,000 compounds, 0.052% hits. inhibition, % at 10 µM;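 active means mean inhibition across replicates of 30% or more, whatever share of single replicates reach that level; inconclusive means mean inhibition below 30% while every single replicate reaches 30%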;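 further: absorbance from insulin aggregation driven by PDI reduction with DTT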
Target sequence (P07237 whole entry, looked up): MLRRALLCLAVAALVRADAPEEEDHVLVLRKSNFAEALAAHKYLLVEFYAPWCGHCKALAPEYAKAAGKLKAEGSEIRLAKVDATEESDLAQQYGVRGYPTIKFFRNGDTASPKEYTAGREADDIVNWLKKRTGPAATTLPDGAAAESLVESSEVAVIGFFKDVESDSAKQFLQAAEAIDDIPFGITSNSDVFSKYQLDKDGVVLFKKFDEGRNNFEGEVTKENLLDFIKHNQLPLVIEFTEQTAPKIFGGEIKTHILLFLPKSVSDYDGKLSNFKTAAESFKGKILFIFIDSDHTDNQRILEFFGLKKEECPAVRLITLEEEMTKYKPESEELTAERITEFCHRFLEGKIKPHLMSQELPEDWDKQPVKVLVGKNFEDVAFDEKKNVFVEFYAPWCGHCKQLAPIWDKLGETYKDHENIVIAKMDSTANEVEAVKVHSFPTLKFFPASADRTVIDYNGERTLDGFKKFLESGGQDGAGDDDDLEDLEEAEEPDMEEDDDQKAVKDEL
Shn3 3UTR inh – reduction of Shn3 3'UTR firefly luciferase signal, primary screen, Schnurri-3 inhibitor project, cell-based, Clone20 osteoblasts, set 2. inhibition, % at 12.5 µM. Clone20 osteoblast Shn3 3'UTR firefly luciferase, 24 h. 360,000 compounds, 0.52% hits. AID 588674, 2011;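 active means mean inhibition of at least 75% with every replicate also reaching 75%; inconclusive means mean inhibition at least 75% but some replicate below; inactive means mean inhibition below 75%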;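 further: 0% = median of neutral control wells and 100% = pilot-screen positive control compound; some compounds past the cut are filed as inactive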
CF NFkB block – inhibitors of PAF-induced NF-kB signaling, primary screen, cell-based, GFP fluorescence, uHTS; AID 588850, 2011; 360,000 compounds, 0.86% hits; inhibition, % at 5 µM; KKLEB NF-kB-GFP reporter, GFP fluorescence overnight;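 active means at least 50% inhibition at 5 µM, scaled per plate between neutral and stimulator controls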;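 further: PAF is a Pseudomonas aeruginosa culture filtrate used as stimulus; plate controls were PAF-stimulated DMSO wells for no effect and unstimulated DMSO wells for full effect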
An asterisk follows results filed as active.

Results for COCc1cc(C)nc(SCC(=O)Nc2ccc(N3CCOCC3)cc2)c1C#N ?
HIF-2a block: -7; NR2E3 ag-1: -1; TRPM1 prom inh: -2; KKLEB tox: -7; NR2E3 ag-2: 10; Peg3 promoter: -3; Vif imaging: -5; PDI inh: -5; Shn3 3UTR inh: -4; CF NFkB block: -9

How did CSc1ncccc1C(=O)N1CCN(S(=O)(=O)c2ccccc2)CC1 do in these assays?
HIF-2a block: 5; NR2E3 ag-1: 5; TRPM1 prom inh: -4; KKLEB tox: -5; CaV13 ICDI inh: -4; NR2E3 ag-2: -1; Peg3 promoter: 2; Vif imaging: 5; PDI inh: 3; Shn3 3UTR inh: 12; CF NFkB block: 3

How did Cc1ccc(S(=O)(=O)N2CCCCC2)cc1NC(=O)c1cccnc1 do in these assays?
HIF-2a block: 2; TRPM1 prom inh: -8; KKLEB tox: -12; CaV13 ICDI inh: -7; NR2E3 ag-2: 0; Peg3 promoter: 5; Vif imaging: -9; PDI inh: -8; Shn3 3UTR inh: 5; CF NFkB block: 15

What do the screens show for `Cc1cc(C(=O)NNC(=O)c2ccc(NC(=O)CC#N)cc2)c(C)o1`?
HIF-2a block: 12; NR2E3 ag-1: 4; TRPM1 prom inh: -4; KKLEB tox: -8; CaV13 ICDI inh: -5; NR2E3 ag-2: -37; Peg3 promoter: -2; Vif imaging: 5; PDI inh: 8; Shn3 3UTR inh: -7; CF NFkB block: -20

What do the screens show for `CCc1ccc2oc(C(=O)NCc3ccc(S(N)(=O)=O)cc3)c(C)c2c1`?
HIF-2a block: -55; NR2E3 ag-1: 4; TRPM1 prom inh: -15; KKLEB tox: -10; CaV13 ICDI inh: -5; NR2E3 ag-2: -45; Peg3 promoter: -24; Vif imaging: 11; PDI inh: -2; Shn3 3UTR inh: -24; CF NFkB block: -10

Results for CCC(C)NC(=O)c1ccccc1NC(=O)c1ccccc1N(C)S(C)(=O)=O (configuration not stated) ?
HIF-2a block: 8; NR2E3 ag-1: -2; TRPM1 prom inh: 1; KKLEB tox: 4; CaV13 ICDI inh: -1; NR2E3 ag-2: -5; Peg3 promoter: 2; Vif imaging: 7; PDI inh: -1; Shn3 3UTR inh: 11; CF NFkB block: -7

What do the screens show for `CCOC(=O)C1=C(C)NC(C)=C(C(=O)OCC)C1C(=O)OCC(=O)NCc1ccccc1OC`?
HIF-2a block: 8; TRPM1 prom inh: -3; KKLEB tox: 3; CaV13 ICDI inh: -9; NR2E3 ag-2: 5; Peg3 promoter: 9; Vif imaging: -4; PDI inh: -3; Shn3 3UTR inh: 5; CF NFkB block: 6

Results for CCOC1=C2[C@H](c3cccs3)N(S(=O)(=O)c3ccc(C)cc3)C[C@H]2n2c(=O)n(-c3ccccc3)c(=O)n2C1 ?
HIF-2a block: 18; KKLEB tox: -20; CaV13 ICDI inh: -6; NR2E3 ag-2: -7; Peg3 promoter: 11; Vif imaging: -2; Shn3 3UTR inh: -5; CF NFkB block: 17

How did CC(C)C(NC(=O)CN1C(=O)c2ccccc2S1(=O)=O)C(C)C do in these assays?
HIF-2a block: 7; NR2E3 ag-1: 7; TRPM1 prom inh: 1; KKLEB tox: -5; CaV13 ICDI inh: 9; NR2E3 ag-2: -6; Peg3 promoter: -4; Vif imaging: 11; PDI inh: 7; Shn3 3UTR inh: 2; CF NFkB block: -3

How did NC(=S)Cc1ccc(Cl)cc1Cl do in these assays?
HIF-2a block: 11; NR2E3 ag-1: -2; TRPM1 prom inh: -10; KKLEB tox: 2; CaV13 ICDI inh: -20; NR2E3 ag-2: 13; Peg3 promoter: -2; Vif imaging: 0; PDI inh: 12; Shn3 3UTR inh: -6; CF NFkB block: -3

Results for O=C(CCCSc1ccc(Cl)cc1)Nc1ccccc1O ?
HIF-2a block: -5; NR2E3 ag-1: 1; TRPM1 prom inh: -1; KKLEB tox: -2; NR2E3 ag-2: -11; Peg3 promoter: -65; Vif imaging: -34; PDI inh: 6; Shn3 3UTR inh: -6; CF NFkB block: -8

What do the screens show for `Nc1ccn([C@@H]2O[C@H](CNCc3cc(Br)ccc3OCc3ccccc3)[C@@H](O)[C@H]2O)c(=O)n1`?
HIF-2a block: -5; KKLEB tox: -9; CaV13 ICDI inh: -6; NR2E3 ag-2: -12; Peg3 promoter: 0; Vif imaging: 2; PDI inh: 0; Shn3 3UTR inh: 2; CF NFkB block: 19

Results for C=CCN(C(=O)c1csnn1)C(C(=O)NC1CCCC1)c1ccc(F)cc1 (configuration not stated) ?
HIF-2a block: 12; NR2E3 ag-1: 3; TRPM1 prom inh: -2; KKLEB tox: 1; CaV13 ICDI inh: -4; NR2E3 ag-2: 0; Peg3 promoter: 0; Vif imaging: -2; PDI inh: -3; Shn3 3UTR inh: -11; CF NFkB block: 0

What do the screens show for `Oc1ccccc1/C=N/Nc1ccccc1`?
HIF-2a block: -310; NR2E3 ag-1: 5; TRPM1 prom inh: -61; KKLEB tox: -31; CaV13 ICDI inh: -18; NR2E3 ag-2: -3; Peg3 promoter: -155; Vif imaging: -8; PDI inh: 14; Shn3 3UTR inh: -54; CF NFkB block: 46

What do the screens show for `c1ccc(-c2nc(NC3CC3)nc(-n3ccnc3)n2)cc1`?
HIF-2a block: -6; NR2E3 ag-1: 3; TRPM1 prom inh: -7; KKLEB tox: 1; CaV13 ICDI inh: -5; NR2E3 ag-2: -13; Peg3 promoter: 11; Vif imaging: 17; PDI inh: 4; Shn3 3UTR inh: 21; CF NFkB block: -13

Results for CC1Cc2ccccc2N1C(=O)CN1CCC(n2nnc3cc(C(F)(F)F)ccc32)CC1 (configuration not stated) ?
HIF-2a block: 25; NR2E3 ag-1: 2; TRPM1 prom inh: 12; KKLEB tox: -16; NR2E3 ag-2: 53; Peg3 promoter: 26; Vif imaging: -22; PDI inh: -2; Shn3 3UTR inh: 67; CF NFkB block: -3

How did CCCCn1c(=NC(=O)c2cccnc2)c(C#N)cc2c(=O)n3cccc(C)c3nc21 do in these assays?
HIF-2a block: 23; NR2E3 ag-1: -4; TRPM1 prom inh: 1; KKLEB tox: -1; CaV13 ICDI inh: -3; NR2E3 ag-2: -8; Peg3 promoter: 44; Vif imaging: -2; PDI inh: -9; Shn3 3UTR inh: 10; CF NFkB block: -121

What do the screens show for `CC(C)(C)NC(=O)COC(=O)c1ccc(Cl)c(S(N)(=O)=O)c1`?
HIF-2a block: 16; NR2E3 ag-1: -1; TRPM1 prom inh: 2; KKLEB tox: 9; CaV13 ICDI inh: -6; NR2E3 ag-2: -5; Peg3 promoter: 7; Vif imaging: -5; PDI inh: 24; Shn3 3UTR inh: -15; CF NFkB block: -18

How did Cc1csc(NC(=O)CSc2nncn2C)n1 do in these assays?
HIF-2a block: -22; NR2E3 ag-1: -2; TRPM1 prom inh: -4; KKLEB tox: -2; CaV13 ICDI inh: -4; NR2E3 ag-2: -9; Peg3 promoter: -13; Vif imaging: inconclusive; PDI inh: -3; Shn3 3UTR inh: -4; CF NFkB block: -2

What do the screens show for `NS(=O)(=O)c1cccc(NC(=O)COC(=O)CCN2C(=O)c3ccccc3C2=O)c1`?
HIF-2a block: -8; NR2E3 ag-1: 4; TRPM1 prom inh: -4; KKLEB tox: 13; CaV13 ICDI inh: -19; NR2E3 ag-2: -8; Peg3 promoter: -2; Vif imaging: -3; PDI inh: 4; Shn3 3UTR inh: -48; CF NFkB block: -4

What do the screens show for `CNC(=O)c1c(NC(=O)c2ccc(S(=O)(=O)N3CCCc4ccccc43)cc2)sc2c1CCN(C)C2`?
HIF-2a block: 14; NR2E3 ag-1: 0; TRPM1 prom inh: 16; KKLEB tox: -17; CaV13 ICDI inh: -6; NR2E3 ag-2: -43; Peg3 promoter: 11; Vif imaging: 5; PDI inh: 4; Shn3 3UTR inh: 14; CF NFkB block: 11

What do the screens show for `S=C(c1ccc[nH]1)N1CCOCC1`?
HIF-2a block: 20; NR2E3 ag-1: -2; TRPM1 prom inh: 17; KKLEB tox: 6; CaV13 ICDI inh: -6; NR2E3 ag-2: 5; Peg3 promoter: 7; Vif imaging: -6; PDI inh: -1; Shn3 3UTR inh: -10; CF NFkB block: 2

How did COc1ccc(-c2ccnc3c(Br)c(C)nn23)cc1 do in these assays?
HIF-2a block: 5; NR2E3 ag-1: 2; TRPM1 prom inh: -4; KKLEB tox: 5; CaV13 ICDI inh: -4; NR2E3 ag-2: -14; Peg3 promoter: 26; Vif imaging: -3; PDI inh: -5; Shn3 3UTR inh: 6; CF NFkB block: 9

How did CC(C)CCNC(=O)c1sc2ccc(S(=O)(=O)N3CCCCC3)cc2c1N do in these assays?
HIF-2a block: 18; NR2E3 ag-1: 2; TRPM1 prom inh: 20; KKLEB tox: -8; CaV13 ICDI inh: -5; NR2E3 ag-2: -9; Peg3 promoter: 28; Vif imaging: 4; PDI inh: 8; Shn3 3UTR inh: 21; CF NFkB block: -2

How did Cc1ccc(N(CC(=O)Nc2ccccc2-c2ccccc2)S(=O)(=O)c2ccccc2)cc1 do in these assays?
HIF-2a block: 23; NR2E3 ag-1: -1; TRPM1 prom inh: 5; KKLEB tox: 2; CaV13 ICDI inh: 1; NR2E3 ag-2: -10; Peg3 promoter: 32; Vif imaging: -17; PDI inh: 3; Shn3 3UTR inh: 51; CF NFkB block: 10

How did O=C1C(c2cc(=O)c3ccccc3[nH]2)=C(O)c2ccccc21 do in these assays?
HIF-2a block: -260; NR2E3 ag-1: 1; TRPM1 prom inh: -7; KKLEB tox: -5; CaV13 ICDI inh: -6; NR2E3 ag-2: -60; Peg3 promoter: -201; Vif imaging: -1; PDI inh: 8; Shn3 3UTR inh: -62; CF NFkB block: -3

Compounds as they come, and some 3.3% of all compounds hit somewhere here.
